Tb PYK inh: blocks Trypanosoma brucei pyruvate kinase. AID 624173. Potency, µM (titrated, usually from 76.8 µM), without a hit: at the highest dose activity, negative = inhibition, usual class: inhibitors. Q57TT1. 0.12% of 410,000 active. TbPYK enzyme, Kinase-Glo Plus ATP luminescence, 45 min; note: nearly all actives have a fitted effect of over 50% in size
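Activity of T. brucei pyruvate kinase was followed by Kinase-Glo Plus luminescence after the enzyme reacted 45 min at room temperature with 130 uM ADP (final) and substrate. Test compounds were added before ADP at multiple concentrations.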
AmpC no deterg: blocks E. coli AmpC beta-lactamase in detergent-free assay; P00811; AmpC nitrocefin hydrolysis, absorbance 480 nm, 0.0001% Triton; Potency, µM (top dose mostly 57.1 µM), for the others: at the highest dose activity change, negative = inhibition, usual class: inhibitors; 0.52% of 330,000 active; AID 485341;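 note: plate controls were no compound for no effect and no enzyme for full effect; nearly all actives have a fitted effect of over 20% in size; some results filed as inactive show a strong effect at the top dose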
Target sequence (P00811 whole entry, looked up): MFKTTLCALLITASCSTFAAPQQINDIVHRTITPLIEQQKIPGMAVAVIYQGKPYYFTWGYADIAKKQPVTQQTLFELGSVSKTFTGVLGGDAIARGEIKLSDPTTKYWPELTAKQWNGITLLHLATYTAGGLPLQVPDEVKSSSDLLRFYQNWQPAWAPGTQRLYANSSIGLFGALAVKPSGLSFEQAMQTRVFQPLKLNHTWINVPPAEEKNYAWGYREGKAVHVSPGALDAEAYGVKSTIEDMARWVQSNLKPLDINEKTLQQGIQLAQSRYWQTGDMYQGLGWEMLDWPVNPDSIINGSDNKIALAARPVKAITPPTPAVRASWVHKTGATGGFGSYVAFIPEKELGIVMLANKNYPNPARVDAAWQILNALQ
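AmpC (5.3 nM in the dispensed reagent) in 20 mM phosphate pH 7.0 with 0.01% (detergent screen) or 0.0001% Triton X-100 was preincubated with compounds for 15 min at room temperature. Nitrocefin was then added from an 800 uM solution, and hydrolysis was followed at 480 nm.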
Active calls of the source: *; ? = inconclusive; [ ] = remark or other dose. Calls come from the whole dose curve; as a rule, active = well fitted curve in the direction sought with a large enough effect; inconclusive = small, poorly fitted or top-dose-only effect, or another doubt; inactive = no such curve, though single readings can be large; an effect the other way counts as inactive or inconclusive. Unless noted, % is set by controls: 0 for no effect and ±100 for the full control effect; potency is the fitted concentration of half-maximal effect.

SMILES	Tb PYK inh	AmpC no deterg
C[C@@H]1CN([C@H](C)CO)C(=O)c2cc(NC(=O)C3CCCCC3)ccc2O[C@@H]1CN(C)Cc1ccncc1	1%	154%[activator]
COc1ccc(CCNC(=O)COC(=O)Cc2ccccc2[N+](=O)[O-])cc1	-11%	-1%
Cn1cncc1C#Cc1ccc2c(=O)c3ccccc3oc2c1	2%	-6%
N#CCSc1ccc(S(=O)(=O)N2CCOCC2)cn1	-8%	-14%
Cc1ccc([C@@H]2CC=C(C(=O)O)[C@H](c3ccc(Cl)cc3)N2S(=O)(=O)c2ccccc2C)cc1	4%	-22%
Cc1ccc(-n2c(SCC(=O)N(C)C3CCS(=O)(=O)C3)nc3ccccc3c2=O)c(C)c1 (stereo not drawn)	-6%	78%[activator]
CCOC(=O)[C@@H]1[C@H]2COc3ccccc3[C@@H]2N2C(=O)N(c3ccc(Br)cc3)C(=O)[C@]12C	2%	20%
NC(=O)c1ccsc1NC(=O)CSc1ncnc2sccc12	1%	-36%
Cc1ccc(C)c(N2CCN(C(=O)CCc3nc(-c4ccccc4C(F)(F)F)no3)CC2)c1	2%	60%[activator]
Cn1cc(S(=O)(=O)NC[C@H]2O[C@@H](n3cnc4c(N)ncnc43)[C@H](O)[C@@H]2O)cn1	1%	-16%
C[C@]12CCC3C(CC[C@H]4C[C@@H](O)CC[C@]34C)C1[C@H]1CN=N[C@H]1[C@@H]2O (stereo partly drawn)	3%	-5%
O=C(CCc1ccc(S(=O)(=O)N2CCOCC2)cc1)Nc1c(F)cccc1F	3%	-25%
COc1ccc(CCNC(=O)COC(=O)c2cc(=O)[nH]c3ccccc23)cc1	-12%	-24%
Cc1ccc(/C=C/C(=O)OCC(=O)c2ccc3c(c2)NC(=O)CO3)o1	0%	-27%
Cc1c(C2(O)CCCCC2)[nH]c2ccc(C(F)(F)F)cc12	4%	-11%
O=C(COC(=O)CSc1ccc(Cl)cc1)Nc1ccc2[nH]c(=O)[nH]c2c1	9%	-27%
O=C(CCNC(=O)c1ccc(Cl)cc1)Nc1nc2ccccc2[nH]1	-8%	-55%
COc1cc(Cl)c(C)cc1NC(=O)COC(=O)C1=NN(c2ccccc2)C(=O)CC1	3%	-4%
O=C(COC(=O)c1ccccc1Br)NCc1cccs1	-7%	-34%
Cc1cc(C)c(NC(=O)COC(=O)Cn2nc(-c3ccccc3)oc2=O)c(C)c1	1%	-22%
O=C(CCl)Nc1ncc(S(=O)(=O)c2ccc([N+](=O)[O-])cc2)s1	-18%	-14%
COc1ccccc1OCC(=O)OCC(=O)NC1CCCCC1	26%	-11%
COc1ccc(C(=O)OCC(=O)NCCN2C(=O)CSC2=O)cc1[N+](=O)[O-]	8%	-7%
O=C(c1cc(C2CC2)nn1-c1ccccc1)N1CCN(c2ccccc2O)CC1	11%	1%
O=C(COC(=O)/C=C/c1ccccc1)NC1CCCC1	6%	-17%

In a second layout: entries from further up
Below each compound: Tb PYK inh	AmpC no deterg
C[C@@H]1CN([C@H](C)CO)C(=O)c2cc(NC(=O)C3CCCCC3)ccc2O[C@@H]1CN(C)Cc1ccncc1
→ 1%	154%[activator]
COc1ccc(CCNC(=O)COC(=O)Cc2ccccc2[N+](=O)[O-])cc1
→ -11%	-1%
Cn1cncc1C#Cc1ccc2c(=O)c3ccccc3oc2c1
→ 2%	-6%
N#CCSc1ccc(S(=O)(=O)N2CCOCC2)cn1
→ -8%	-14%
Cc1ccc([C@@H]2CC=C(C(=O)O)[C@H](c3ccc(Cl)cc3)N2S(=O)(=O)c2ccccc2C)cc1
→ 4%	-22%
Cc1ccc(-n2c(SCC(=O)N(C)C3CCS(=O)(=O)C3)nc3ccccc3c2=O)c(C)c1 (stereo not drawn)
→ -6%	78%[activator]

(more compounds)
SMILES	Tb PYK inh	AmpC no deterg
C=CC[C@@H](CC(=O)N(CCO)Cc1ccccc1)C(=O)N[C@H](COC(=O)[C@@H](CC=C)Cc1ccc(F)cc1)c1ccccc1	3%	101%[activator]
Cc1cc(Br)ccc1NC(=O)CSCc1c(C)noc1C	-3%	-20%
c1ccc(-c2ccncc2)cc1	5%	-24%
COc1ccc(C)cc1S(=O)(=O)NNc1nc(C)cc(C)n1	-10%	0%
Cc1ccc(NC(=O)COC(=O)c2cc(=O)c3ccccc3o2)c(Br)c1	0%	-20%
O=C(NCc1ccc(OC(F)(F)F)cc1)c1cccc2c1C(=O)c1ccc(N3CCC(Cc4ccccc4)CC3)cc1S2(=O)=O	2%	-35%
CC[C@]1(C(=O)OC)[C@H]2C(=O)N(Cc3ccccc3)C(=O)[C@H]2[C@H]2CN(C)C(=NCc3ccccc3)N21	1%	106%[activator]
N#Cc1ccc(C#Cc2ccc3oc4ccccc4c(=O)c3c2)cc1	-2%	-19%
COc1ccc(CN(C)C(=O)Cn2cnc(C(=O)Nc3ccc(C)c(C)c3)n2)cc1OC	-5%	36%
COc1ccc(S(=O)(=O)N2CCN(C(=O)c3cc(C)nc4ccccc34)CC2)cc1OC	6%	158%[activator]
COc1cccc(OC)c1C(=O)Nc1cccc(S(=O)(=O)Nc2ccccc2Cl)c1	-3%	-39%
COC12CCC3(CC1C(C)(O)C(C)(C)C)[C@H]1Cc4ccc(OC5OC(C(=O)O)[C@@H](O)C(O)[C@H]5O)c5c4[C@@]3(CCN1CC1CC1)C2O5 (stereo partly drawn)	-1%	-10%
COc1cccc(NC(=O)COC(=O)c2ccc3ccccc3n2)c1	-6%	-18%
O=C(C[C@H]1C/C=C\CCC(=O)OC[C@H]2CCCN2C1=O)NCCO	-9%	-11%
CN(CC(=O)Nc1cccc(Cl)c1)C1=NS(=O)(=O)c2ccccc21	6%	-26%
CC(C)CCN(C(=O)c1ccccn1)c1c(N)n(Cc2ccccc2)c(=O)[nH]c1=O	6%	-23%
Cc1ccc(S(=O)(=O)N2[C@@H](c3ccc(C(C)C)cc3)C(C(=O)O)=C[C@H]2C(C)(C)C)cc1	7%	-18%
CC(=O)c1ccc(N(CC(=O)NC2CCS(=O)(=O)C2)S(=O)(=O)c2ccc(C)cc2)cc1 (stereo not drawn)	5%	-2%
O=C1[C@@H](Oc2ccccc2)[C@@H](c2ccccc2)N1c1ccccc1	4%	-29%
O=c1cc(-c2ccsc2)oc2ccc(-c3ccc4cc[nH]c4c3)cc12	-6%	-31%
CC[C@]12c3[nH]c4ccccc4c3CCN1C(=O)C(CC(=O)NCC13CC4CC(CC(C4)C1)C3)C[C@@H]2C(=O)N1CCN(C(=O)c2ccco2)CC1 (stereo partly drawn)	3%	231%[activator]
Cn1cccc1C(=O)NC(=O)COC(=O)c1ccc(S(C)(=O)=O)cc1	8%	-5%
O=C(OCc1ccccc1)c1ccccc1O	1%	-6%
COc1ccc2sc(-c3ccc(S(C)(=O)=O)cc3)c(C(=O)NCCCN3CCCC3=O)c2c1	4%	126%[activator]
NC(=O)Cc1ccc(C(=O)CSc2nnc(-c3ccncc3)n2C2CC2)s1	-29%	-24%

Looked up by structure from the list above:
SMILES	Tb PYK inh	AmpC no deterg
N#CCSc1ccc(S(=O)(=O)N2CCOCC2)cn1	-8%	-14%
COc1ccc(C(=O)OCC(=O)NCCN2C(=O)CSC2=O)cc1[N+](=O)[O-]	8%	-7%
COc1ccc(CCNC(=O)COC(=O)c2cc(=O)[nH]c3ccccc23)cc1	-12%	-24%
COc1ccc2sc(-c3ccc(S(C)(=O)=O)cc3)c(C(=O)NCCCN3CCCC3=O)c2c1	4%	126%[activator]
O=C(c1cc(C2CC2)nn1-c1ccccc1)N1CCN(c2ccccc2O)CC1	11%	1%

Later entries
SMILES	Tb PYK inh	AmpC no deterg
COc1ccc(OCC(=O)NC2CCSc3ccccc32)cc1 (stereo not drawn)	15%	-14%
COc1ccc(O)c(C(=O)c2cnn(C(=O)c3cccc(S(=O)(=O)N(C)C)c3)c2)c1	3%	-4%
COc1ccc(C(C)(C)C)cc1NC(=O)COC(=O)CN1C(=O)NC2(CCCCC2C)C1=O (stereo not drawn)	0%	118%[activator]
COc1ccc(N(Cc2ccccc2)C(=O)OC(C)(C)C)c(C(=O)N(C)OC)c1	2%	248%[activator]
O=C(c1cnccn1)N1CCN(S(=O)(=O)c2cccc(Cl)c2)CC1	3%	-6%
COc1cc(/C=C/C(=O)OCC(=O)NC2CCCCCCC2)ccc1O	3%	-4%
CC(=O)Nc1ccc(S(=O)(=O)N(C)CC(=O)NNc2c(F)c(F)cc(F)c2F)cc1	6%	-10%
CN(CC(=O)NCCCn1ccnc1)S(=O)(=O)c1ccc(Cl)cc1	0%	-18%
NS(=O)(=O)c1ccc(CNC(=O)c2ccc3c(c2)OCO3)cc1	-4%	-31%
CN(C)CCCNC(=O)C[C@H]1C[C@H](C(=O)N2CCCCC2)[C@@]2(CCc3ccccc3)c3[nH]c4ccc(Cl)cc4c3CCN2C1=O	-14%	157%[activator]
CC1CCCC(=NNC(=O)C2COc3ccccc3O2)C1 (stereo not drawn)	1%	-29%
CC(Nc1cccc(C(=O)NC2CC2)c1)c1nnc(-c2ccccc2)o1 (stereo not drawn)	1%	-12%
C[C@H](NS(=O)(=O)c1c(Cl)cccc1Cl)C(=O)NNC(=O)COc1ccccc1F	-5%	-16%
COc1ccc2[nH]c3c(c2c1)CCN1C(=O)C(CC(=O)NCc2ccco2)C[C@H](C(=O)N2CCOCC2)[C@@]31CCC1CCCC1 (stereo partly drawn)	4%	25%
Nc1c(C(=O)OCC(=O)Nc2cccc([N+](=O)[O-])c2)[nH]c(=O)[nH]c1=O	5%	-14%
COc1ccc(-c2sc3cc4c(cc3c2-c2ccc3c(c2)OCCO3)OCO4)cc1	-1%	-20%
COc1ccc(-c2c(C#Cc3ccsc3)c3cc(-c4ccc5c(c4)OCCO5)ccc3n2C)cc1	-2%	-24%
CSc1nc(N)nc2c1ncn2CC(=O)NCCCc1ccccc1	-1%	-3%
CCN(CC)C(=O)[C@H]1CC(CC(=O)NCCc2ccccn2)C(=O)N2CCc3c([nH]c4ccccc34)[C@]12C (stereo partly drawn)	1%	105%[activator]
CCOC(=O)C1CCCN(C(=O)CN2C(=O)c3ccccc3S2(=O)=O)C1 (stereo not drawn)	0%	-17%
O=c1c2ccccc2oc2ccc(-c3ccc4cc[nH]c4c3)cc12	0%	-23%
O=C(Cn1[nH]c(=O)c2ccccc2c1=O)NCCN1C(=O)S/C(=C\c2ccccc2)C1=O	-3%	-26%
CN(Cc1ccccc1)C(=O)c1ccccc1C(=O)OCC(=O)N(Cc1ccccc1)C(C)(C)C	3%	121%[activator]
C[C@H](CO)N1C[C@H](C)[C@@H](CN(C)S(=O)(=O)c2cccs2)Oc2c(NC(=O)NC3CCCCC3)cccc2C1=O	3%	270%[activator]
O=C(COC(=O)c1cc(Cl)ccc1[N+](=O)[O-])NC1CC1	5%	-20%
SMILES	Tb PYK inh	AmpC no deterg
CC(C)[C@@H](CO)N(C)S(=O)(=O)c1ccccc1Br	2%	-1%
Cc1ccc(NC(=O)COc2ccc(Br)cc2CO)cc1S(=O)(=O)N1CCOCC1	-12%	-24%
CC(=O)Nc1ccc(S(=O)(=O)NCCC(=O)NC(C)c2cccs2)cc1 (stereo not drawn)	-7%	-15%
CCN(CC(=O)NCc1cccs1)C(=O)c1ccc(S(=O)(=O)N(C)c2ccccc2)cc1	0%	-5%
COc1ccc(-c2nn(-c3ccccc3)cc2CNC[C@H]2O[C@@H](n3cnc4c(N)ncnc43)[C@H](O)[C@@H]2O)cc1	2%	62%[activator]
CN(C(=O)CSc1nc2ccc(Cl)cc2[nH]1)C1CCS(=O)(=O)C1 (stereo not drawn)	4%	-24%
COc1ccc(N(C)S(=O)(=O)c2cccc(C(=O)OCC(=O)N(C)c3ccccc3)c2)cc1	2%	51%
CCCN=C1N(CC)C[C@@H]2[C@@H]3C(=O)N(C)C(=O)[C@@H]3[C@](C)(C(=O)OC)N12	3%	-15%
Cc1ccc(S(=O)(=O)N(C)C)cc1NC(=O)c1cc(-c2ccncc2)nc2ccccc12	-13%	37%
CC(C)N(C(=O)[C@H]1C[C@H](CC(=O)NCCc2ccccn2)C(=O)N2CCc3c([nH]c4cc(-c5ccco5)ccc34)[C@]12C)C(C)C	2%	188%[activator]
O=C(OCC(=O)N1CCC(c2ccccc2)=N1)c1ccc(Cl)s1	-8%	25%
COc1ccc(CNC[C@H]2O[C@@H](n3cnc4c(N)ncnc43)[C@H](O)[C@@H]2O)cc1OC	-2%	-19%
CC(=O)Nc1ccc(C=NNc2ccc([N+](=O)[O-])cc2S(=O)(=O)Nc2ccccc2C(=O)O)cc1	-1%	-31%
CC(OC(=O)CNC(=O)C1CCCCC1)C(=O)NCc1ccccc1 (stereo not drawn)	1%	1%
CC1CCCCN1C(=O)COC(=O)Cc1c[nH]c2ccccc12 (stereo not drawn)	-8%	-9%
COc1ccccc1C(=O)NC(=O)COC(=O)c1nccnc1N	-21%	-7%
CCN(c1ccccc1)S(=O)(=O)c1ccc(C(=O)NCC(=O)Nc2ccc(F)c(F)c2F)cc1	-11%	-26%
COc1ccc(C2CC(c3ccc(C(F)(F)F)cc3)=NN2c2ccc(S(N)(=O)=O)cc2)cc1 (stereo not drawn)	1%	43%
O=C(c1ccccc1)c1ccc(C(=O)N2CCN(c3ccc(O)cc3)CC2)cc1	?	-21%
Cc1c(NC(=O)c2ccc(NS(=O)(=O)c3ccc(F)c(F)c3)cc2)c(=O)n(-c2ccccc2)n1C	0%	-31%

Source: PubChem (National Center for Advancing Translational Sciences (NCATS))

Only part of the results is shown. The share of hits here may be higher or lower than overall.
